HCV inhibitor = HCV inhibition; hit rate 3.4% among 340,000; Huh7.5.1 HCVcc-Cre infection, luciferase reporter, 44 h; Potency, µM (titrated, usually from 41.8 µM), inactives show at the highest dose activity change, negative = inhibition, usual class: inhibitors; AID 651820; note: potency is the fitted concentration of half-maximal effect; % is set by controls: 0 for no effect and ±100 for the full control effect
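Infectious HCV cell culture screen: compound-treated cells (1,000/well, pre-plated 4 h) are infected with HCVcc-Cre at roughly 0.5 moi and grown 44 h. Infection is quantified by luciferase signal after 15 min substrate incubation at room temperature.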
Shiga toxin inh = inhibitors of Shiga toxin in Vero cells. Vero cells, Shiga toxin protein synthesis inhibition reporter. inhibition, % at 38.7 µM. hit rate 9.2% among 290,000. AID 2315; in the data active = inhibition mostly above about 28%, no sharp cut-off; inactive = mostly below about 43%; note: 0% is about no effect
Pf growth 96h = P. falciparum growth inhibition at 96 hours. P. falciparum luciferase reporter growth, 96 h. hit rate 6.9% among 320,000. Potency, µM (titrated, usually from 28.7 µM), inactives show at the highest dose activity change, negative = inhibition, most hits filed as inhibitors; note: potency is the fitted concentration of half-maximal effect; % is set by controls: 0 for no effect and ±100 for the full control effect
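Plates of compound plus infected erythrocytes (2% hematocrit, 0.05% parasitemia final) incubate 96 hours, 37 C, 5% CO2. Detection reagent added; reduced luminescence from the parasites' luciferase reporter flags inhibition.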
Pf growth 48h = inhibits P. falciparum growth in the first generation, 48 h; P. falciparum luciferase growth in erythrocytes, 48 h; Potency, µM (doses to about 28.7 µM), for inactives: top-dose activity change, negative = inhibition, hits mostly inhibitors; hit rate 5.9% among 310,000; AID 504832; note: potency is the fitted concentration of half-maximal effect; % is set by controls: 0 for no effect and ±100 for the full control effect
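Erythrocytes infected with P. falciparum carrying an integrated firefly luciferase reporter (2% hematocrit, 0.1% parasitemia final) were exposed to compounds in RPMI 1640 with 0.5% Albumax at 37 C, 5% CO2. Growth inhibition was scored as reduced luminescence.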
CHX counter = counter-screen hit for Shiga toxin inhibitors, cycloheximide; cell reporter, cycloheximide protein synthesis inhibition counterscreen; max response, %; hit rate 12% among 300,000; in the data active = max response mostly above about 13%, no sharp cut-off; inactive = mostly below about 14%; note: read at 38.3 µM for the half of the compounds with a filed dose; 0% is about no effect
TbPYK inhibitor = T. brucei pyruvate kinase inhibition; hit rate 0.12% among 410,000; Q57TT1; Potency, µM (doses to about 76.8 µM), for the others: top-dose activity, negative = inhibition, actives largely listed as inhibitors; TbPYK enzyme, Kinase-Glo Plus ATP luminescence, 45 min; note: potency is the fitted concentration of half-maximal effect; % is set by controls: 0 for no effect and ±100 for the full control effect; nearly all actives have a fitted effect of over 50% in size
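TbPYK + substrate in 50 mM TEA pH 7.2, 100 mM KCl, 10 mM MgCl2, 0.05% BSA, 0.01% Tween-20; cpd pinned; ADP 130 uM final; 45 min RT; Kinase-Glo Plus 10 min; luminescence endpoint.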
LmPK inh = inhibitors of Leishmania mexicana pyruvate kinase | purified LmPK, Kinase-Glo ATP luminescence, 1 h | Potency, µM (titrated, usually from 57.5 µM), inactives show top-dose activity change, negative = inhibition, hits mostly inhibitors | hit rate 0.37% among 290,000 | AID 1721; note: potency is the fitted concentration of half-maximal effect; % is set by controls: 0 for no effect and ±100 for the full control effect
Target sequence (Q27686 whole entry, looked up): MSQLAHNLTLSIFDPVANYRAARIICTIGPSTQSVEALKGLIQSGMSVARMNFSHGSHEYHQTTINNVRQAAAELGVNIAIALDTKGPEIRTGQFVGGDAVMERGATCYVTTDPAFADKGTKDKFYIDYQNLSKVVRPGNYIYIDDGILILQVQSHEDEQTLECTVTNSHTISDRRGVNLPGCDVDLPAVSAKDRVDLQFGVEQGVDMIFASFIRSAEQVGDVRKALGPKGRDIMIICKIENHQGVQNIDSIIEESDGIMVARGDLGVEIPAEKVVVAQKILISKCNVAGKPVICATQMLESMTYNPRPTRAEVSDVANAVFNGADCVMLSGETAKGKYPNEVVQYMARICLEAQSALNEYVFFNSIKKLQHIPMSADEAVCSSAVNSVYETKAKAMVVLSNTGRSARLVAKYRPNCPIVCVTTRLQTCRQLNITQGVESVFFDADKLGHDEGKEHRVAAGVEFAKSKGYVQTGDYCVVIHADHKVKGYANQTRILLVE
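Pyruvate kinase activity monitored as ATP production (luciferase luminescence). Conditions: 0.1 nM enzyme, 0.5 mM PEP, 0.1 mM ADP, 1 h, RT; normalized against uninhibited and no-enzyme wells.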
Numbers without * were called inactive; ? = inconclusive; . = no result given; [ ] = another dose, or the depositor's remark. Unless noted, calls come from the whole dose curve; as a rule, active = well fitted curve in the direction sought with a large enough effect; inconclusive = small, poorly fitted or top-dose-only effect, or another doubt; inactive = no such curve, though single readings can be large; an effect the other way counts as inactive or inconclusive.

The first 2 compounds, to show the layout:
SMILES	HCV inhibitor	Shiga toxin inh	Pf growth 96h	Pf growth 48h	CHX counter	TbPYK inhibitor	LmPK inh
Cn1c2ccccc2c2cc(C(=O)OCC(=O)N3CC(=O)Nc4ccccc43)sc21	-42%	-4	2%	4.1µM*	-2	-7%	1%
Cc1cc(C)c(C2C(C#N)=C(N)Oc3n[nH]c(C)c32)cc1CN1CCOCC1 (stereo unspecified)	30%	-12	1%	.	-1	-4%	5%

The whole of this part (from the top)
SMILES	HCV inhibitor	Shiga toxin inh	Pf growth 96h	Pf growth 48h	CHX counter	TbPYK inhibitor	LmPK inh
Cn1c2ccccc2c2cc(C(=O)OCC(=O)N3CC(=O)Nc4ccccc43)sc21	-42%	-4	2%	4.1µM*	-2	-7%	1%
Cc1cc(C)c(C2C(C#N)=C(N)Oc3n[nH]c(C)c32)cc1CN1CCOCC1 (stereo unspecified)	30%	-12	1%	.	-1	-4%	5%
CCN(CC)S(=O)(=O)c1cc([N+](=O)[O-])ccc1NNC(=O)Nc1ccccc1OC	-19%	-8	?	.	-2	-12%	1%
NS(=O)(=O)c1cc(C(=O)OCC(=O)N2CCc3ccccc3C2)ccc1Cl	-2%	.	?	31%[activator]	.	2%	.
NC(=O)c1cc([N+](=O)[O-])ccc1NCc1cnccn1	50%[activator]	.	0%	-28%	.	-5%	.
C=CCNc1sc(C(=O)C2CC2)c(N)c1C#N	-7%	1	22%	7%	5	1%	-3%
CCOC(=O)c1cnc2c(C(=O)OC)cccc2c1NCc1ccco1	4%	-9	.	?	6	-7%	2%
Cc1ccc(CNS(=O)(=O)c2ccc3c(c2)CCN3C(=O)CCCC(=O)O)cc1	10%	-5	15%	8%	-2	2%	0%
O=C(NC1CCCC1)c1sc(=S)n2c1[nH]c(=O)c1ccccc12	-16%	-7	22%	18%	-2	-3%	22µM*
O=C(NNC(=O)c1ccc2ccccc2c1O)c1cccs1	5%	17	?	2%	12	-10%	4%
CCn1ncc(C(=O)Nc2cc(C)on2)c1C	0%	38	213%[activator]	95%[activator]	47*	-10%	3%
NNC(=O)Cn1cnc2ccccc21	19%	-6	15%	0%	-2	2%	4%
Cc1ccc(Nc2ncnc3ccccc23)cc1	-25%	119*	3%	148%[activator]	62*	2%	-6%
C=CCNc1nc(C(=O)OCC(=O)c2ccccc2)cs1	9%	-4	-28%	14%	8	-3%	-10%
CC1(C)CC(=O)c2cc(OCC(=O)NCCCN3CCN(c4ccc(F)cc4)CC3)ccc2O1	10µM*	-12	10%	?	-2	0%	-2%
COc1ccccc1/C=C1/C(=O)ON=C1C	12%	-7	?	18%	-4	-28%	3%
Cc1ccccc1/C=c1\s/c(=C\C(=O)C(C)(C)C)[nH]c1=O	11µM*	42	?	.	24*	-9%	3%
Cc1ccccc1OCCOC(=O)c1nc2nccc(C)n2n1	11%	48	17%	26%	38	0%	10%[11.5 µM]
CCCc1c(C(=O)NNc2cccc(Cl)c2)cnn1-c1ccccc1	?	-1	10%	4%	-3	1%	2%
Nc1ccc(Nc2nc3ccccc3[nH]2)cc1	11%	-6	0%	?	6	-2%	-7%

Reformatted: results already given.
Each structure is followed by: HCV inhibitor, Shiga toxin inh, Pf growth 96h, Pf growth 48h, CHX counter, TbPYK inhibitor, LmPK inh
O=C(NNC(=O)c1ccc2ccccc2c1O)c1cccs1
 : 5%, 17, ?, 2%, 12, -10%, 4%
CCn1ncc(C(=O)Nc2cc(C)on2)c1C
 : 0%, 38, 213%[activator], 95%[activator], 47*, -10%, 3%
NNC(=O)Cn1cnc2ccccc21
 : 19%, -6, 15%, 0%, -2, 2%, 4%
Cc1ccc(Nc2ncnc3ccccc23)cc1
 : -25%, 119*, 3%, 148%[activator], 62*, 2%, -6%
C=CCNc1nc(C(=O)OCC(=O)c2ccccc2)cs1
 : 9%, -4, -28%, 14%, 8, -3%, -10%
CC1(C)CC(=O)c2cc(OCC(=O)NCCCN3CCN(c4ccc(F)cc4)CC3)ccc2O1
 : 10µM*, -12, 10%, ?, -2, 0%, -2%
COc1ccccc1/C=C1/C(=O)ON=C1C
 : 12%, -7, ?, 18%, -4, -28%, 3%
Cc1ccccc1/C=c1\s/c(=C\C(=O)C(C)(C)C)[nH]c1=O
 : 11µM*, 42, ?, ., 24*, -9%, 3%
Cc1ccccc1OCCOC(=O)c1nc2nccc(C)n2n1
 : 11%, 48, 17%, 26%, 38, 0%, 10%[11.5 µM]
CCCc1c(C(=O)NNc2cccc(Cl)c2)cnn1-c1ccccc1
 : ?, -1, 10%, 4%, -3, 1%, 2%
Nc1ccc(Nc2nc3ccccc3[nH]2)cc1
 : 11%, -6, 0%, ?, 6, -2%, -7%

Later entries
SMILES	HCV inhibitor	Shiga toxin inh	Pf growth 96h	Pf growth 48h	CHX counter	TbPYK inhibitor	LmPK inh
Cc1nn(-c2ccc(N3CCOCC3)nn2)c(C)c1CCC(=O)N1CCN(C)CC1	22%	-4	?	24%	6	-3%	1%
CCCC1=C(C(=O)OCC)C(c2cc(Cl)cc(OC)c2OCC(=O)OCC)NC(=O)N1 (stereo unspecified)	?	-7	?	?	-1	5%	-3%
Cc1cc(C)n(-c2nc3c(c(=O)[nH]c(=O)n3C)n2CC(C)C)n1	6%	8	29%	?	3	-3%	5%
CCN(CCn1cccn1)C(=O)C1CCC(=O)N(CCN2CCOCC2)C1 (stereo unspecified)	6%	-36	0%	7%	-2	-6%	-5%
O=c1/c(=C\c2ccc(O)cc2)sc2n1C(c1ccccc1)C(c1ccccc1)=NN=2 (stereo unspecified)	0%	7	?	?	13	-2%	10%
CC(NCC(O)c1ccc([N+](=O)[O-])cc1)C12CC3CC(CC(C3)C1)C2 (stereo unspecified)	-27%	-5	?	?	-4	1%	-1%
CCOC(=O)c1ccc(-n2c(N)c(C(=O)NCc3ccco3)sc2=S)cc1	4%	-15	13%	?	-4	-20%	1%
COc1ccc(Nc2cc(=O)oc3ccccc23)cc1	?	-11	2.6µM*	.	-2	-6%	4%
O=C(O)c1cccc(-n2c(/C=C/c3ccc([N+](=O)[O-])cc3)nc3ccccc3c2=O)c1	12%	-1	?	?	4	3%	-5%
Cc1ccc(Nc2nc(N)nc(CN3CCCCCC3)n2)c(C)c1	?	-7	10%	?	-3	-2%	2%
COc1ccc(NC(=O)NC(C)(C(F)(F)F)C(F)(F)F)cc1	11%	-13	68%[activator]	12%	7	?	-1%
c1ccc(CN2CCN(C3=Nc4cccc5cccc3c45)CC2)cc1	?	48	.	?	18*	4%	0%
COc1ccc(-n2c(C)cc(/C=N/Nc3nc(N4CCOCC4)nc(N4CCOCC4)n3)c2C)cc1	-29%	-11	?	?	-4	-3%	-1%
CCN(CC)c1ccc(/C=C2/SC(=O)N(C(C)C)C2=O)o1	?	-7	?	?	-5	?	-6%
Clc1ccc(-c2ccc(CNCc3ccccn3)o2)cc1	-4%	24*	-13%	1%	21*	6%	-7%
O=C(COC(=O)C1CCN(S(=O)(=O)c2ccc3c(c2)OCCO3)CC1)NC1CCS(=O)(=O)C1 (stereo unspecified)	12%	.	9%	9%	.	0%	.
Cc1nc(N2CCOCC2)c2c(C)c(C(=O)Nc3ccccc3C(F)(F)F)sc2n1	?	23	?	?	13	-1%	1%
Nc1nnc(CC2=CCCCC2)s1	10%	-10	2%	-11%	-2	7%	-2%
CC1(C)CC2CC(C)(CN2CC(=O)C(C#N)c2ccccc2)C1 (stereo unspecified)	25%	-8	5%	.	1	6%	14%
CCCNC(=O)C12CCC(C)(C(=O)O1)C2(C)C (stereo unspecified)	10%	19	23%	9%	-3	1%	-9%
CCOC(=O)Cn1c(=NC(=O)c2cccs2)sc2cc(C(=O)OC)ccc21	21%	72*	59%[activator]	99%[activator]	44*	-5%	0%
Brc1ccccc1C1=Nn2c(nnc2-c2ccco2)SC1	-4%	16	0%	2%	-1	3%	5%
O=C1N[C@@H](Cc2ccccc2)C(=O)N1CCN1CCOCC1	12%	-13	1%	.	-6	-7%	-2%
CCOc1ccc(-n2cc(C(=O)N3CCC(C)CC3)c3cc(OC)c(OC)cc3c2=O)cc1	-12%	-7	77%[activator]	9.3µM*	28	-2%	11%
CCCCn1c2nc3ccccc3nc2c2c(=O)n(CCC(C)C)cnc21	9%	13	-9%	1%	1	-6%	-1%
COC(=O)C1C(=O)C=C(Nc2ccc(F)cc2F)CC1c1ccc(OC)cc1 (stereo unspecified)	13%	21	-5%	1%	21	0%	-7%
CCN(CC)CCCNC(=O)c1ccc(Cl)c(S(=O)(=O)Nc2ccccc2OC)c1	-21%	1	?	.	11	.	0%
COc1ccc(S(=O)(=O)Cc2ccc(C(=O)N3CCN(c4cc(Cl)ccc4C)CC3)o2)cc1	8%	-19	13µM*	.	-5	3%	11%
CCOC(=O)n1c(=O)n(Cc2ccc(OC)cc2)c2ccccc21	-28%	10	-8%	.	3	4%	0%
O=C(NCc1cccs1)c1ccccc1	23%	-1	-16%	.	-3	3%	2%
Cc1ccc(OCCOCCN2CCN(C)CC2)c([N+](=O)[O-])c1	15%	2	?	0%	2	-12%	-12%
Cc1ccc(N2C(=O)CC(Sc3cccs3)C2=O)cc1 (stereo unspecified)	11%	-2	-5%	4%	1	-5%	-5%
CC1CCN(C(=O)Cn2cnc3c2c(=O)n(C)c(=O)n3C)c2ccccc2S1 (stereo unspecified)	-6%	31	2%	3%	-6	-3%	-5%
CCN(CC)S(=O)(=O)c1ccc(N2CC(C(=O)NCc3ccc4c(c3)OCO4)CC2=O)cc1 (stereo unspecified)	?	.	?	?	.	3%	.
CSc1ccc(CN(C)C(=O)c2cc3ccccc3o2)cc1	-8%	87*	64%[activator]	35%[activator]	39*	0%	-3%
O=C(COC(=O)/C=C/C(=O)OCC(=O)Nc1ccccc1F)Nc1ccccc1F	10%	-2	25%	?	-2	6%	-4%
CC(=O)Nc1cccc(-c2nc3ccccc3[nH]2)c1	10%	36	?	75%[activator]	15	-8%	-9%
O=C(NCc1ccccc1)c1ccc2c(c1)C(=O)N(CC1CCCO1)C2=O (stereo unspecified)	15%	-10	.	-10%	-2	3%	4%
Fc1ccc(N2CCN(c3nnnn3-c3ccccc3)CC2)cc1	9%	15	-33%	?	-1	3%	0%
CCOc1ccc2nc(COC(=O)c3ccncc3)c(C(=O)c3ccccc3)[n+]([O-])c2c1	8%	52*	41%[activator]	102%[activator]	27*	2%	5%
COc1ccc(NC(=O)CSc2n[nH]c(-c3ccccn3)n2)cc1	?	-7	?	-2%	-2	-7%	-1%
Nc1c(N(Cc2ccccc2)C(=O)CCc2ccccc2)c(=O)[nH]c(=O)n1Cc1ccccc1	12%	.	?	?	.	-4%	.
CC1(C)CC(=O)C(C=N)=C(O)C1	-13%	-30	?	0%	-7	-3%	8%
CCOc1ncccc1C(=O)OCC(=O)N1CC(=O)Nc2ccccc21	?	-5	11%	18%	1	0%	5%

Screens: PubChem, National Center for Advancing Translational Sciences (NCATS)
